# SIAE inh: human SIAE inhibitors, primary screen, biochemical, fluorescence polarization, FP-Rh probe, 1536-well HTS; Sialate O-acetylesterase (Homo sapiens), Q9HAT2; SIAE FP-Rh probe binding; inhibition, % at 9.66 µM; hit rate 0.69% among 370,000; AID 1053197, 2014;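 active = inhibition above a cutoff: mean of compounds within the control limits plus 3 SD of those, cut at about 17% in these data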;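 also: 0% = plate median of compound wells and 100% = probe without SIAE protein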
# PG9 Ab binder: binders of HIV-1 gp120 antibody PG9, primary screen, biochemical, TR-FRET. inhibition, % at 6.7 µM. HIV-1 gp120 / PG9 antibody interaction. hit rate 0.43% among 360,000. AID 624416, 2012. TR-FRET gp120-PG9 antibody binding; in the data active = inhibition above about 8.5%
# PRMT1 FP inh: PRMT1 methyltransferase inhibitors, primary screen, biochemical, fluorescence polarization | hit rate 1.3% among 370,000 | inhibition, % at 2.79 µM | AID 652257, 2013 | Protein arginine N-methyltransferase 1 (Homo sapiens), Q99873 | recombinant PRMT1, activity-based probe fluorescence polarization;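 active = inhibition above about 21% made by adding two undisclosed values, limit read from the data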
# Target sequence (Q99873 whole entry, looked up): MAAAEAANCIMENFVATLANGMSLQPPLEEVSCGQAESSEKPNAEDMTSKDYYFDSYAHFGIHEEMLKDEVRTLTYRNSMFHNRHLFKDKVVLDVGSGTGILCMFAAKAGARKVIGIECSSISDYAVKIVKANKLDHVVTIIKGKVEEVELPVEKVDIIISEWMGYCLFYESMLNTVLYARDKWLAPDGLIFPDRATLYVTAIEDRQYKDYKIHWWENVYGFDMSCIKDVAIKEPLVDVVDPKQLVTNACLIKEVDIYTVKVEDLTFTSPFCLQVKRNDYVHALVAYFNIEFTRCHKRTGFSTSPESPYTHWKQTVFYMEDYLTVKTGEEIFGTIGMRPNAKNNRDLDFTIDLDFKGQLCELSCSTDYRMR
# rCAG binder: binders of r(CAG) RNA repeats, primary screen, biochemical, fluorescence; hit rate 1.3% among 370,000; r(CAG) RNA repeat, TO-PRO-1 dye displacement fluorescence; AID 651821, 2012; inhibition, % at 3 µM;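 active = inhibition above the plate cutoff, the mean of all test compounds on that plate plus 3 SD, cut at about 35% in these data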;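 also: 0% = DMSO alone and 100% = 100 µM mitoxantrone as full dye displacement; higher means more dye released from RNA so lower well fluorescence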
# TDP2 absorb: human TDP2 enzyme inhibitors, primary screen, biochemical, epi absorbance, recombinant enzyme; inhibition, % at 12.8 µM; Tyrosyl-DNA phosphodiesterase 2 (Homo sapiens), O95551; T5PNP hydrolysis, p-nitrophenol absorbance 415 nm; AID 720702, 2013; hit rate 0.34% among 370,000;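 active = inhibition above the mean of all tested compounds plus 3 SD, set per campaign, cut at about 25% in these data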;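 also: 0% = DMSO with enzyme and 100% = buffer with substrate but no TDP2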
#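 System – recombinant human TDP2 · Amount – 120 nM TDP2 per well · Buffer or medium – Mg2+-containing Tris-HCl buffer, pH 7.5 · Reagent – T5PNP substrate, 5 mM · Dosing – 12.8 µM single point, 1% DMSO · Incubation – 2 h at 37 °C · Measured by – epi absorbance · Read-out basis – percent inhibition · Benchmarks – high control without enzyme, low control DMSO plus TDP2 · Repeats – singlicate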
# mABHD4 FP: ABHD4 inhibitors, primary screen, biochemical, fluorescence polarization, mouse | hit rate 0.54% among 370,000 | purified mABHD4, FP-Rh probe fluorescence polarization | AID 720543, 2013 | inhibition, % at 8.92 µM;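 active = inhibition exceeding the mean over every tested compound plus 3 SD, cut at about 30% in these data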;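 also: 0% = plate median of compound wells and 100% = S159A mutant with DMSO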
#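 System: mouse ABHD4 enzyme, wild type / Medium: HEPES pH 7.0, NaCl, Pluronic buffer / Reagent: FP-Rh activity-based fluorescent probe / Control set: S159A mutant high control, sample median low control / Detection: fluorescence polarization with parallel and perpendicular emission, 525/598 nm / Schedule: 45 min + 60 min at 25 °C / Compound dosing: 8.92 µM, single dose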
# LEDGF integ inh: blockers of LEDGF/p75-dependent integrase strand transfer – biochemical, TR-FRET, high throughput, primary screen. hit rate 0.64% among 370,000. inhibition, % at 3.7 µM. TR-FRET IN-LEDGF/p75 DNA integration, Eu/Cy5. HIV-1 integrase (with human LEDGF/p75);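 active = inhibition above the screen-wide mean plus 3 SD, cut at about 13% in these data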;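 also: signal is the Cy5 over europium emission ratio at 671 and 618 nm; 0% = plate median of compound wells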
# TCR CD3 inh: inhibitors of human TCR-CD3 interaction, primary screen, biochemical, fluorescence, TAMRA-labeled TCR probe. T-cell receptor (TCR). inhibition, % at 9.4 µM. hit rate 0.37% among 360,000. AID 651800, 2012; in the data active = inhibition above about 19%;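 also: recombinant mutant TCR 2C K166C tagged with TAMRA read by polarization; 0% = receptor in buffer alone and 100% = receptor with positive control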
# HTRA1 inhibitor: HTRA1 serine protease inhibitors, primary screen, biochemical, fluorescence polarization, HTS. Q92743. recombinant HTRA1, FP-rhodamine activity-based probe. inhibition, % at 5.96 µM. hit rate 0.5% among 340,000. AID 504803, 2011; in the data active = inhibition above about 36%;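 also: 0% = enzyme with DMSO and 100% = wells lacking enzyme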
# Target sequence (Q92743 whole entry, looked up): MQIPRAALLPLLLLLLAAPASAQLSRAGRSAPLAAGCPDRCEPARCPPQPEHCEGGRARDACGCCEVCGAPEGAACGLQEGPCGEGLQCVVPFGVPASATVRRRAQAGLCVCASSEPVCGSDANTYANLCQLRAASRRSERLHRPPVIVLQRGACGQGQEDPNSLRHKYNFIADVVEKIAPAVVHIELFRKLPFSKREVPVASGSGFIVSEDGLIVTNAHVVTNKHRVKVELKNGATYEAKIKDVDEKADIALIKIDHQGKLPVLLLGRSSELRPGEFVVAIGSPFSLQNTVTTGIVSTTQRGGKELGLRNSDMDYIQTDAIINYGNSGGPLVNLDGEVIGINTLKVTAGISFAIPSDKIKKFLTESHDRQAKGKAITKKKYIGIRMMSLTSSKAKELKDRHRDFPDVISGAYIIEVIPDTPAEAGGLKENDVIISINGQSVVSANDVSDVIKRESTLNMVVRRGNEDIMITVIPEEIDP
# NR1D1 modulator: modulators of Rev-erb alpha DNA binding, primary screen, biochemical, FITC-DNA, fluorescence polarization, uHTS; Nuclear receptor subfamily 1 group D member 1 (Homo sapiens), P20393; activity, % at 10 µM; Rev-erbα–FITC-DNA binding, 90 min; hit rate 0.79% among 370,000; AID 1259318, 2017;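 active = activity above about 14%, limit read from the data; passing the limit was not always enough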;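 also: 0% = DMSO wells with 35 nM protein and 100% = DMSO wells with 750 nM protein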
# * hit, by the source's call; · = no result given. This is a subset. The share of hits here may be higher or lower than overall.
molecule,PRMT1 FP inh,TCR CD3 inh,NR1D1 modulator,PG9 Ab binder,mABHD4 FP,rCAG binder,TDP2 absorb,LEDGF integ inh,HTRA1 inhibitor,SIAE inh
COc1ccc(S(=O)(=O)N(C)C[C@H]2OCc3cnnn3CCCC(=O)N([C@@H](C)CO)C[C@H]2C)cc1,-3,4,-3,-0.9,5,0,7,1,6,3
CC(=O)N1c2ccc(S(=O)(=O)NCC3CCC(C(=O)NC4CCC(C)CC4)CC3)cc2CC1C (stereo unspecified),0,-2,-3,-0.9,-1,-5,12,-5,-3,-7
COc1ccc(CCNC(=O)c2cnn3c(C(F)F)cc(C)nc23)cc1OC,30*,-4,2,3.1,-1,3,10,-3,2,0
COc1ccc(N=Nc2nc(-c3ccccc3)c(-c3ccccc3)[nH]2)cc1,-1,3,10,-3.0,-44,7,-2,1,6,7
COCCN1C[C@@H](CO)O[C@@H](n2cnc3c(NCc4cc(OC)c(OC)c(OC)c4)ncnc32)C1,3,-6,6,1.6,-4,2,-5,-3,·,-3
CC(C)(C)c1ccc(C(=O)NCCCNC(=O)c2cccnc2)cc1,-2,4,2,-0.2,-10,-3,14,1,-1,-1
Cc1cc(C(F)(F)F)n2[nH]c(=O)c(N=Nc3ccccc3)c2n1,0,5,3,-4.1,2,4,1,3,4,5
Cc1ccc(NC(=S)NCc2ccc(S(N)(=O)=O)cc2)cc1Cl,-2,1,-2,-0.9,-5,6,-3,0,1,5
CSCc1c(C(=O)OCC(=O)c2ccc[nH]2)oc2ccccc12,8,3,3,-1.8,20,14,-3,19*,-1,0
CN(C)c1ccc(-c2ccnc3c2CC(C)(C(=O)NCc2cccc(Cl)c2)O3)cc1 (stereo unspecified),-2,-2,1,-0.3,24,3,0,2,·,5
CCOc1ccc(NC(=O)Cn2nnc3c(cnn3-c3ccc(F)cc3)c2=O)cc1,-1,3,5,-0.1,1,4,1,-3,4,-4
Cc1cc(NC(=O)CSc2ncnc3c2cnn3-c2ccccc2)no1,2,5,3,0.6,1,0,6,1,-1,1
COc1cccc(NC(=O)CSc2nnc(-c3cccc(OC(C)C)c3)n2N)c1,15,0,1,1.7,-3,-2,6,2,-10,4
CCCNC(=S)NNC(=O)c1cccs1,-1,9,-6,-1.6,4,3,6,5,2,3
OC(c1ccc(Cl)c(F)c1)c1ncc(-c2ccccc2Cl)[nH]1 (stereo unspecified),0,-6,0,-0.3,-22,3,-10,2,·,-10
CC(Oc1ccc(Br)cc1)C(=O)O/N=C(\N)c1ccncc1 (stereo unspecified),-2,-3,0,-3.2,-3,-3,-4,5,-9,3
COc1ccc(S(=O)(=O)N2CCC(C(=O)N3CCOCC3)CC2)cc1OC,-2,-5,-3,-0.4,-6,-1,7,2,-7,8
CCN1C(=O)CC(N2CCC(Nc3ccc(F)cc3)CC2)C1=O (stereo unspecified),4,-5,-2,-1.2,7,-3,-3,1,-4,2
COc1ccc(-n2nc(C(=O)NCC(=O)N3CCCCC3)c3ccccc3c2=O)c(OC)c1,3,3,2,-1.0,0,-5,-2,-4,-1,0
O=C(CSC1=NC(=O)C(Cc2ccccc2)C(=O)N1)Nc1ncccn1 (stereo unspecified),15,3,-5,-0.6,7,2,13,6,·,2
COc1ccc(CNC(=O)C/C(C)=N/NC(=O)COc2ccc(C)cc2Br)cc1,-3,9,-4,1.2,-4,-1,-11,-3,-14,5
CCN(CC)S(=O)(=O)c1ccc(OCC2CCCCO2)c([N+](=O)[O-])c1 (stereo unspecified),-2,0,-2,1.4,-3,-2,9,1,1,0
O=C(Nc1c(-c2ccc(F)c(F)c2)nc2ncccn12)C1CC1,0,·,1,·,4,5,5,-2,·,-2
CCc1nnc(NC(=O)CN2C(=O)NC3(CC(C)CC(C)(C)C3)C2=O)s1 (stereo unspecified),3,2,4,1.1,-3,-6,8,0,2,0
Nc1cc(=O)[nH]c(SCCOc2ccccc2)n1,0,3,5,-1.0,-3,-3,-2,6,4,5
CC(C)C(NC(=O)C(NC(=O)C1OC2OC(C)(C)OC2C2OC(C)(C)OC12)C(C)C)C(=O)O (stereo unspecified),-1,6,2,-1.0,2,-3,8,-1,-1,9
c1ccc(CSCc2cn3ccccc3n2)cc1,0,4,-2,-3.4,-1,2,-8,0,-1,-3
S=C(Nc1ccc(Br)cc1)OCCN1CCCC12CCC(c1ccccc1)CC2 (stereo unspecified),52*,·,-1,·,3,·,0,-2,·,-1
O=C(Nc1ccc(Cl)cc1)Nc1csc([N+](=O)[O-])c1,-6,8,2,-1.5,-20,15,-5,6,·,2
Cc1cccc(NC(=O)C2CCCN(S(=O)(=O)c3ccc4[nH]c(=O)ccc4c3)C2)n1 (stereo unspecified),-2,3,-8,-1.3,6,-2,-6,-1,1,-3
CC(=O)NC(c1ccccc1)c1nc(-c2cccc(C(C)C)c2)cs1 (stereo unspecified),-1,-8,-1,-2.1,-15,1,-6,-2,·,-4
COc1cc(C)ccc1OCCOCCOc1ccccc1Br,2,4,-3,-1.8,1,-9,2,0,-13,-1
O=C(/C=C/c1cccc(F)c1)NC1CCN(Cc2ccccc2)CC1,-1,7,-1,-1.0,-2,-1,-7,1,-3,-7
CCN(c1ccc(NC(=O)COC(=O)C(C)N=C2NS(=O)(=O)c3ccccc32)cc1)C(C)C (stereo unspecified),2,-6,2,-2.4,3,3,-10,-7,20,0
CC1(C(=O)NC2CCCCCCC2)CCC(=O)N1Cc1ccco1 (stereo unspecified),-1,7,2,0.1,8,-3,-10,2,-3,-5
Cn1ccnc1-c1nnn(-c2ccc(F)cc2)n1,-2,2,-1,-0.6,3,2,2,2,14,4
CC(C)c1nnc(NC(=O)c2cccc(NC(=O)C(F)(F)F)c2)s1,22*,-2,0,-1.9,0,1,0,-6,1,-6
CCCc1cc(=O)[nH]c(SCc2nc3ccccc3o2)n1,2,-3,1,-1.8,1,1,-3,1,0,-3
CCOc1ccccc1OCC(=O)Nc1ccc(N2CCCCC2)cc1,-2,2,-2,-2.4,0,-7,0,-3,16,7
Cc1c(NS(=O)(=O)c2ccccc2)cc(Cl)c(O)c1C,3,6,2,-0.5,0,2,-5,-2,-4,3
COc1cccc(-c2ccc3c(c2)O[C@H](CN(C)C(=O)c2ccccc2F)[C@H](C)CN([C@H](C)CO)S3(=O)=O)c1,-4,1,-6,-1.5,-7,6,0,-2,-28,-1
COc1cc(-c2nnc3sc(Cc4ccc(Cl)cc4)nn23)cc(OC)c1OC,4,-1,0,-0.4,-4,1,-5,4,2,-3
CC1=NN(C(=O)c2ccc(Br)cc2)C(O)(c2ccccc2)C1 (stereo unspecified),0,10,0,0.6,-5,0,4,-1,-5,8
COC(=O)C1CSc2[nH]c(=O)sc2C1c1ccc(OC)c(OC)c1 (stereo unspecified),3,-6,0,1.4,12,2,-4,-1,1,3
CC(C)CC1(C(=O)NCc2cc(F)cc(C(F)(F)F)c2)C=CCN1C(=O)c1ccccc1 (stereo unspecified),-1,-9,-1,-1.8,-10,-10,-2,2,-10,9
O=C(Nc1cccc([N+](=O)[O-])c1)C1CC(=O)N(C2CCCCC2)C1 (stereo unspecified),1,9,-1,-1.1,1,-3,14,-1,0,7
Cc1cc(C(=O)Nn2c(-c3ccc(Br)cc3)nc3ccccc3c2=O)ccc1[N+](=O)[O-],2,8,3,-2.9,5,22,-8,3,-7,-4
COc1cc2ncnc(NCc3ccco3)c2cc1OC,-2,9,-4,-1.7,-1,-1,-2,0,3,7
CCOc1cc2[nH]c(=S)n(CCCOC)c(=O)c2cc1OCC,-1,0,-6,3.6,9,-4,6,-2,3,2
CC(OC(=O)c1nc(Cl)ccc1Cl)C(=O)c1ccccc1 (stereo unspecified),-5,-2,2,-1.0,2,2,-14,1,1,3
O=C(C1=C(O)C(=O)N(CCN2CCOCC2)C1c1ccc(Cl)cc1)c1cc2ccccc2o1 (stereo unspecified),2,7,5,5.3,6,17,14,1,5,2
O=C(Nc1ccccc1C(=O)NC(Cc1ccc(O)cc1)C(=O)O)c1ccccc1 (stereo unspecified),2,0,3,-0.4,-1,8,0,-10,-8,-8
Fc1ccc(Oc2cnc3ccccc3n2)cc1,0,2,10,-1.9,-1,3,-5,0,1,-8
O=C(COC(=O)CSc1ccccc1)NCCNC(=O)COC(=O)CSc1ccccc1,4,2,0,0.8,6,-3,7,-1,-2,2
COc1ccc(CCCC(=O)NC(C)c2ccccc2)cc1 (stereo unspecified),-3,-3,1,2.1,5,-1,6,2,-3,-1
O=C(Nc1nc(-c2cccc([N+](=O)[O-])c2)cs1)C(c1ccccc1)c1ccccc1,-2,-11,-2,-0.9,-17,9,-11,0,-12,-85
CN(C)CCCN(C(=O)COc1ccccc1)c1nc2cc3c(cc2s1)OCCO3,-4,4,2,-1.5,1,0,-12,1,7,3
C[C@@H]1CN([C@H](C)CO)C(=O)CCCn2nncc2CO[C@H]1CN(C)S(=O)(=O)c1ccc2ccccc2c1,1,-6,-4,-0.8,0,1,6,-10,-4,12
C=C(C)c1cccc(C(C)(C)NC(=O)N(Cc2ccccc2)Cc2ccco2)c1,-1,12,-8,1.4,-2,-6,-5,-1,-13,2
COc1ccc(CN(C)CC(=O)NCC(=O)Nc2c(C)cccc2C)cc1,3,1,4,1.9,-3,-2,5,2,3,11
O=C(OC12CCCN(C1)/C(=C/c1ccc(Cl)cc1)C2)c1ccco1 (stereo unspecified),0,·,0,·,-3,7,-7,-2,·,-5
Cc1ccc(-c2nc3ccccc3c(=O)n2Cc2ccccc2)cc1,1,4,-1,-1.5,-13,-3,0,5,-14,0

# Source: PubChem BioAssay
